Screening data deposited in PubChem BioAssay by National Center for Advancing Translational Sciences (NCATS).
G9a block: G9a (human) methyltransferase inhibition; 350,000 tested, 8.8% active; Q96KQ7; G9a H3K9 monomethylation, AlphaScreen, 2 h; Potency, µM (highest dose often 102 µM), without a hit: top-dose activity, negative = inhibition, actives largely listed as inhibitors; further: on the % scale 0 is the no-effect control and ±100 the full control effect; nearly all actives have a fitted effect of over 75% in size
Target sequence (Q96KQ7 913-1193 limits assumed): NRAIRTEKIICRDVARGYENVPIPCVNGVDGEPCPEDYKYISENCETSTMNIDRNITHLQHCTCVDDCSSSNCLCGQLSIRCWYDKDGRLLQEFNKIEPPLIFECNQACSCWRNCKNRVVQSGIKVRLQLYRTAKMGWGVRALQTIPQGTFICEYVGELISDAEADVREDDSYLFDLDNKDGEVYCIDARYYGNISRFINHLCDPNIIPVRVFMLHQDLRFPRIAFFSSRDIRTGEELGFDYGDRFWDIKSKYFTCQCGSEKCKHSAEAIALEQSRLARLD
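AlphaScreen read-out: biotin-H3K9 peptide (500 nM) methylation by 20 nM enzyme with 20 uM SAM, 2 h at room temperature after 15 min compound preincubation; anti-monomethyl H3K9 antibody plus donor/acceptor beads, 10 min dark.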
APE1 inh: APE1 (human) endonuclease inhibition. P27695. recombinant APE1, TAMRA/BHQ-2 abasic DNA cleavage fluorescence. Potency, µM (series often up to 65.8 µM), for the others: top-dose activity change, negative = inhibition, actives largely listed as inhibitors. 350,000 tested, 0.35% active. AID 2517;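 further: plate controls were vehicle for no effect and reference inhibitor for full effect; nearly all actives have a fitted effect of over 55% in size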
Target sequence (P27695 whole entry, looked up): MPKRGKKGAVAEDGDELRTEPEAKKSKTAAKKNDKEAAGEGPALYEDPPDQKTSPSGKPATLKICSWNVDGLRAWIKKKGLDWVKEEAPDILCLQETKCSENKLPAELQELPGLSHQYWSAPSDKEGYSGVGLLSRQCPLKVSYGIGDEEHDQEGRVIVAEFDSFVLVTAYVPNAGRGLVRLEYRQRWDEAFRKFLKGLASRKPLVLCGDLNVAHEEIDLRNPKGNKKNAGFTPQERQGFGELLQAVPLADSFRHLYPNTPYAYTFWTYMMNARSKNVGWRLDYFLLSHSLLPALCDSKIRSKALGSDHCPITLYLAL
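Quantitative HTS: incision of a TAMRA/BHQ-2 double-stranded substrate bearing a tetrahydrofuran abasic site by 0.75 nM APE1 raises fluorescence. Substrate 50 nM final, added after 15 min compound preincubation at room temperature; progress as third-minus-first kinetic read difference.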
POLH inh: DNA polymerase eta (human) inhibition; Q9Y253; recombinant Pol eta, fluorescent DNA replication assay; Potency, µM (doses to about 114 µM), inactives show top-dose activity change, negative = inhibition, actives largely listed as inhibitors; 390,000 tested, 1.2% active; AID 588591; further: on the % scale 0 is the no-effect control and ±100 the full control effect
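Pol eta at 10 nM preincubated with compounds 15 min at room temperature; reaction started with fluorescent substrate (50 nM final) and read kinetically at 0 and 10 min.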
Apoferritin bind: candidate novel general anesthetic via apoferritin binding; 350,000 tested, 0.074% active; Potency, µM (highest dose often 77.5 µM), inactives show at the highest dose activity change, negative = displacement, usual class: inhibitors; P02791; AID 485281; apoferritin/1-aminoanthracene competitive binding, fluorescence; further: on the % scale 0 is the no-effect control and ±100 the full control effect; nearly all actives have a fitted effect of over 20% in size
Target sequence (P02791 2-175 limits assumed): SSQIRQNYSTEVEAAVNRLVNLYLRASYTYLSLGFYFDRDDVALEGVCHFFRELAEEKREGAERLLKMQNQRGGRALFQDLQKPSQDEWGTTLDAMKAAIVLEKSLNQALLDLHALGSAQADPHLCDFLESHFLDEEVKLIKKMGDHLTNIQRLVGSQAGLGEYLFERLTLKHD
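Read-out: endpoint 1-AMA fluorescence, excitation 380 nm and emission 535 nm, after compounds sit 10 min at room temperature with 10 uM horse-spleen apoferritin in 50% saturated 1-AMA/PBS. Values come from four-parameter Hill fits.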
Pol beta inh: inhibitors of human DNA polymerase beta | Pol beta primer extension/strand displacement, fluorescence kinetic | P06746 | 340,000 tested, 1.3% active | Potency, µM (doses to about 114 µM), inactives show at the top dose activity change, negative = inhibition, most hits filed as inhibitors; further: on the % scale 0 is the no-effect control and ±100 the full control effect
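Curves were derived by four-parameter Hill fits of normalized qHTS data. The kinetic fluorescent primer-extension read was taken at 0 and 10 min after 50 nM substrate, following a 15 min room-temperature preincubation of 10 nM enzyme with compounds.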
Pol kappa inh: DNA polymerase kappa (human) inhibition. Q9UBT6. purified Pol kappa, fluorescent DNA synthesis assay, 10 min. Potency, µM (series often up to 107 µM), for the others: top-dose activity, negative = inhibition, most hits filed as inhibitors. 400,000 tested, 0.53% active; further: on the % scale 0 is the no-effect control and ±100 the full control effect
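Inhibition of 10 nM Pol kappa is measured by a fluorescent read-out at 0 and 10 min following addition of 50 nM substrate (final), with a 15-min room-temperature compound preincubation.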
BAZ2B inh: blocks human BAZ2B; AID 504333; Q9UIF8; Potency, µM (top dose mostly 114 µM), for inactives: top-dose activity change, negative = inhibition, actives largely listed as inhibitors; 360,000 tested, 4.4% active; AlphaScreen BAZ2B-H3K14Ac peptide displacement; further: on the % scale 0 is the no-effect control and ±100 the full control effect; nearly all actives have a fitted effect of over 60% in size
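Multi-concentration screen (max 110 uM) measuring displacement of acetylated histone H3 peptide from BAZ2B by AlphaScreen, using 50 nM protein, 50 nM peptide and 10 ug/mL streptavidin donor plus Ni-chelate acceptor beads.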
BLM helicase inh: Bloom syndrome helicase (human) inhibition; 350,000 tested, 0.2% active; Potency, µM (series often up to 56.1 µM), inactives show at the top dose activity change, negative = inhibition, actives largely listed as inhibitors; recombinant BLM DNA unwinding, fluorescence dequenching; AID 2528;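 further: plate controls were vehicle for no effect and no enzyme for full effect; nearly all actives have a fitted effect of over 35% in size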
POLI inh: blocks human DNA polymerase iota activity; Q9UNA4; 390,000 tested, 1% active; Pol iota fluorescent replication assay, 10 min; Potency, µM (doses to about 115 µM), for inactives: at the top dose activity, negative = inhibition, actives largely listed as inhibitors
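Pol iota at 10 nM preincubated 15 min with compounds at room temperature; reaction started with fluorescent substrate, 50 nM final. Fluorescence read kinetically at 0 and 10 min; buffer-only wells as negative control.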
An asterisk follows results filed as active; ? = inconclusive; . = not tested or not shown; [ ] = another dose, or the depositor's remark. The call rests on the fitted dose curve; in most records, active means well fitted curve in the direction sought with a large enough effect; inconclusive means small, poorly fitted or top-dose-only effect, or another doubt; inactive means no such curve, though single readings can be large; an effect the other way counts as inactive or inconclusive. Potency means the concentration at half of the fitted maximal effect. Only part of the results is shown, so the mix of outcomes need not match the whole.

SMILES | G9a block | APE1 inh | POLH inh | Apoferritin bind | Pol beta inh | Pol kappa inh | BAZ2B inh | BLM helicase inh | POLI inh
COc1cc(-c2nc3ncccn3c2Nc2ccc(C)cc2C)ccc1O | 4.0%[59 µM] | . | . | ? | -0.4% | 5.3% | 0.7% | -2.7% | 7.8%
CSCC[C@H](NC(=O)c1ccc2c(c1)OCO2)c1nnc2ccccn12 | . | -1.7% | 2.8% | -4.1% | 4.7% | -15.2% | -11.1% | -1.0% | 17.8%
CCN1CCN(c2oc(/C=C/c3cc(OC)c(OC)c(OC)c3)nc2C#N)CC1 | -9.9%[59 µM] | . | -12.2% | 57.5%[activator] | 7.3% | -18.7% | -3.7% | -0.9% | 17.8%
COC(=O)Nc1ccc(S(=O)(=O)NNC(=O)c2c(O)c3ccccc3n(C)c2=O)cc1 | 43.1%[activator] | 64.1%[activator] | -0.9% | -5.3% | -23.2% | 6.3% | -19.4% | 3.8% | 3.1%
CS(=O)(=O)c1cccc(C(=O)NCc2ccc(F)cc2)c1 | -42.2%[59 µM] | 5.9% | -4.4% | -20.6% | 3.5% | 1.4% | -10.3% | -10.8% | -0.2%
CN(Cc1ccccc1)S(=O)(=O)c1ccc2c(c1)n(C)c(=O)c(=O)n2C | -4.4% | -0.7% | 4.4% | 2.5% | 0.8% | 10.8% | -1.2% | -0.2% | ?
COc1ccc(C2=NN(C(=O)CSc3nc4ccccc4s3)C(c3ccc(F)cc3)C2)cc1 (stereo unspecified) | 15.3%[59 µM] | 0.0% | -15.7% | 2.0% | -5.9% | -2.1% | -9.7% | -3.7% | 25.5%
Cc1csc(NC(=O)C(C)Oc2ccc(Br)cc2)n1 (stereo unspecified) | -3.3%[59 µM] | 12.3% | -25.8% | . | . | -4.4% | 8.6% | . | 24.3%
CCCC(C)C(=O)Nc1nc(C)c(-c2csc(Nc3ccccc3OC)n2)s1 (stereo unspecified) | 7.94µM* | -1.6% | -12.6% | ? | 15.7% | 4.8% | ? | -4.2% | 7.5%
O=C(CC1NCCc2ccccc21)Nc1ccccc1 (stereo unspecified) | -30.3% | -6.4% | -17.3% | -1.0% | -2.2% | 12.9% | -1.8% | 1.5% | 81.7%[activator]
COC(=O)c1sccc1Oc1ccc(F)cc1[N+](=O)[O-] | 4.4%[59 µM] | -2.9% | -3.4% | ? | -1.5% | -1.3% | -7.0% | -3.2% | -9.0%
COc1ccc(NC(=O)C2(c3ccc(NC(=O)c4ccc(OC)cc4)cc3)CCCC2)cc1 | 16.8% | -0.3% | -0.2% | 4.6% | 12.6%[57.1 µM] | 1.3% | 2.8% | -1.7% | 29.5%
COc1ccc2nc(-n3c(O)c(C4=c5ccccc5=NC4=O)[nH]c3=S)sc2c1 | ? | -4.0% | 8.91µM* | -9.7% | 8.91µM* | ? | 12.6µM* | 20µM* | ?
CC1CCCCN1C(=O)COC(=O)Cc1c[nH]c2ccccc12 (stereo unspecified) | . | 23.3% | -1.1% | . | . | -6.1% | . | . | 64.5%[activator]
CCCCn1c(SCC(=O)Nc2nccs2)nc2ccccc2c1=O | 41.2% | 3.0% | 1.5% | -6.9% | 25.5% | 4.8% | -38.5% | -0.6% | -0.7%
Cn1ncc(Br)c1C(=O)NCc1cccs1 | -37.0%[2.33 µM] | 5.2% | -14.3% | -9.5% | -0.1% | -7.2% | -17.1% | -1.3% | 2.8%[58.9 µM]
OCC1(CCOc2ccccc2)CCN(Cc2ccncc2)CC1 | ? | 52.2%[activator] | -17.2% | -5.2% | 2.1% | -16.8% | -31.0% | 3.2% | 11.4%
O=C(COc1ccccc1Br)NCCc1nc2ccccc2[nH]1 | 1.7%[59 µM] | 0.7% | -14.5% | -4.6% | 14.3% | 9.8% | 10.0% | 1.1% | 29.9%
CCc1cccc(NC(=O)CN(c2ccc(C)cc2)S(=O)(=O)c2c(C)noc2C)c1 | -3.2% | 8.2% | -17.6% | 6.6% | 16.2% | -18.9% | -9.5% | -11.2% | -17.7%
CCC(=O)NC(=S)Nc1ccc(NC(=O)c2cccc([N+](=O)[O-])c2C)cc1 | ? | 0.9% | -15.2% | 0.4% | -2.4% | -21.9% | -4.3% | -2.2% | 8.1%
CN1CCN(c2ccc([N+](=O)[O-])cc2NC(=O)c2cccs2)CC1 | 0.8% | 41.0% | -25.7% | -20.5% | -8.7% | -1.4% | -15.6% | 3.1% | 9.9%
CCN(CC(=O)Nc1ccc2c(c1)OCCO2)c1ccc(S(=O)(=O)N2CCOCC2)cn1 | 13.6% | -1.1% | -1.9% | -23.0% | 21.0% | 5.3% | 3.6% | 2.2% | ?
CS(=O)(=O)c1cnc(-c2ccccc2)nc1Oc1ccc(Cl)cc1 | -6.4%[59 µM] | 8.2% | -14.3% | 7.1% | 16.7% | 3.2% | -6.0% | -0.6% | -1.8%
Cc1ccc(CNc2ccc(O)cc2)cc1 | ? | -9.1% | 28.2µM* | -2.1% | ? | ? | 31.6µM* | 25.1µM* | 3.55µM*

Part of the list above, with each value named:
CC1CCCCN1C(=O)COC(=O)Cc1c[nH]c2ccccc12 (stereo unspecified)
  G9a block: .
  APE1 inh: 23.3%
  POLH inh: -1.1%
  Apoferritin bind: .
  Pol beta inh: .
  Pol kappa inh: -6.1%
  BAZ2B inh: .
  BLM helicase inh: .
  POLI inh: 64.5%[activator]
CCCCn1c(SCC(=O)Nc2nccs2)nc2ccccc2c1=O
  G9a block: 41.2%
  APE1 inh: 3.0%
  POLH inh: 1.5%
  Apoferritin bind: -6.9%
  Pol beta inh: 25.5%
  Pol kappa inh: 4.8%
  BAZ2B inh: -38.5%
  BLM helicase inh: -0.6%
  POLI inh: -0.7%
Cn1ncc(Br)c1C(=O)NCc1cccs1
  G9a block: -37.0%[2.33 µM]
  APE1 inh: 5.2%
  POLH inh: -14.3%
  Apoferritin bind: -9.5%
  Pol beta inh: -0.1%
  Pol kappa inh: -7.2%
  BAZ2B inh: -17.1%
  BLM helicase inh: -1.3%
  POLI inh: 2.8%[58.9 µM]

As entered above:
BAZ2B inh result of `CCN(CC(=O)Nc1ccc2c(c1)OCCO2)c1ccc(S(=O)(=O)N2CCOCC2)cn1` → 3.6%
Apoferritin bind result of `CCC(=O)NC(=S)Nc1ccc(NC(=O)c2cccc([N+](=O)[O-])c2C)cc1` → 0.4%
APE1 inh result of `O=C(COc1ccccc1Br)NCCc1nc2ccccc2[nH]1` → 0.7%

Further structures.
SMILES | G9a block | APE1 inh | POLH inh | Apoferritin bind | Pol beta inh | Pol kappa inh | BAZ2B inh | BLM helicase inh | POLI inh
O=C1CC(NNC(=O)c2cccc(F)c2)C(=O)N1 (stereo unspecified) | -9.6% | -0.2% | -12.8% | -7.4% | -0.2% | -2.9% | 0.7% | -2.3% | 15.9%
Cn1c(-c2ccc(C(F)(F)F)cc2)cc2onc(-c3ccccc3)c2c1=O | -9.1%[2.33 µM] | 13.0% | -26.3% | . | . | 9.2% | -3.9% | . | 19.6%
CCOC(=O)C1CCN(S(=O)(=O)c2ccc3c(ccn3C)c2)CC1 | -1.7%[59 µM] | 42.1% | 3.7% | -11.4% | 14.9% | 4.2% | -11.7% | -3.5% | 9.9%
Cc1ccc(CNC(=O)C2CCCCN2S(=O)(=O)c2ccc(F)cc2)cc1 (stereo unspecified) | -10.0%[59 µM] | . | -21.0% | -3.3% | -27.9% | -3.1% | 3.4% | -2.5% | -2.0%
CS(=O)(=O)N1CCCC(C(=O)c2cccc(Cl)c2)C1 (stereo unspecified) | . | 15.7% | -2.9% | -23.8% | 40.9% | -8.1% | -4.4% | 0.4% | 92.6%[activator]
CCOc1ccc(NC(=O)CC2Nc3cccc4cccc(c34)NC2=O)cc1 (stereo unspecified) | ? | . | 4.0% | -2.9% | 31.3% | ? | -29.4% | -11.2% | 5.01µM*
CCC(C)N(C(=O)c1csnn1)C(C(=O)NCc1ccc(F)cc1)c1ccccc1 (stereo unspecified) | 7.1%[59 µM] | 66.7%[activator] | -15.5% | -15.2% | 20.7% | 4.9% | 1.1% | -1.3% | -13.0%
CCOc1ccc(N2CC(NC(=O)c3cc4ccccc4o3)CC2=O)cc1 (stereo unspecified) | 2.3%[59 µM] | . | -10.4% | -1.8% | 3.3% | -1.4%[60.1 µM] | -9.9% | -0.6% | -15.7%
O=C(Cn1c(=O)oc2cc(S(=O)(=O)NCc3ccccc3)ccc21)NCc1ccc(Cl)cc1 | 5.9%[59 µM] | . | 5.1% | -7.6% | -3.2% | -13.4%[60.1 µM] | -13.8% | -5.9% | -5.5%
Cn1cncc1C#Cc1ccc2cc(CCO)oc(=O)c2c1 | 1.1%[0.501 µM] | 11.6% | -16.7% | . | . | 3.0% | 56.2µM* | . | -2.3%
Cc1ccc(C2=CC(c3ccccc3C)n3c(nc4ccccc43)N2)cc1 (stereo unspecified) | -0.6%[59 µM] | . | -11.0% | 3.4% | 4.0% | -12.5%[60.1 µM] | 15.8% | -4.5% | -2.9%
CCOC(=O)c1[nH]c(C)c(CCC(=O)NCc2ccc(OC(C)C)cc2)c1C | 20.0%[59 µM] | . | -7.0% | 0.7% | 21.6% | -4.3%[60.1 µM] | -0.3% | -1.4% | -9.7%
COc1ccc(C(c2nnnn2CC2CCCO2)N2CCC(C(N)=O)CC2)cc1 (stereo unspecified) | 26.1%[59 µM] | 3.8% | ? | 25.6% | 29.6% | -5.9% | 11.6% | 1.5% | 12.0%
C/C(CC(=O)Nc1cc(Cl)ccc1Cl)=N\NC(=O)COc1cccc(C)c1 | 19.3% | -4.0% | -9.3% | -23.7% | 0.1% | -2.5% | -3.0% | -7.3% | -17.8%
CC(=O)C1=C(O)C(=O)N(c2ccc(Br)cc2)C1c1ccccc1[N+](=O)[O-] (stereo unspecified) | 39.8µM* | 4.5% | 3.4% | -12.3% | 22.3% | 3.1% | -3.8% | 0.9% | ?
Cc1ccc(C(=O)Oc2coc(CSc3nnc(NC(=O)C4CC4)s3)cc2=O)cc1 | ? | -10.4% | ? | -4.0% | 0.9% | -14.2% | -2.3% | -5.3% | ?
O=C(C1=C[C@H](c2ccc3c(c2)OCO3)C[C@H](OCCCCO)O1)N1CCN(Cc2ccccc2)CC1 | ? | -1.8% | -2.5% | -3.6% | -16.2% | 11.1% | -14.6% | -6.9% | 13.3%
